RGS4 inh: blocks human RGS4-accelerated GTP hydrolysis | P49798 | Transcreener GDP fluorescence polarization, RGS4-accelerated GTP hydrolysis | Potency, µM (series often up to 114 µM), inactives show at the highest dose activity change, negative = inhibition, hits mostly inhibitors | 390,000 tested, 0.039% active; note: potency is the fitted concentration of half-maximal effect; % is set by controls: 0 for no effect and ±100 for the full control effect; nearly all actives have a fitted effect of over 75% in size; some results filed as inactive show a strong effect at the top dose
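MLSMR compounds (23 nl, pin-transferred) preincubated 10 min at room temperature with a 500nM (2x) first reagent, then RGS4 at 900nM (2x) plus Transcreener GDP mix added; fluorescence polarization (620/688 nm) read before and after 90 min at 30 °C.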
ALOX12 inh: ALOX12 (human) lipoxygenase inhibition. 580,000 tested, 1.1% active. P18054. Potency, µM (doses to about 108 µM), for the others: at the highest dose activity change, negative = inhibition, usual class: inhibitors. purified 12hLO, xylenol orange hydroperoxide absorbance; note: potency is the fitted concentration of half-maximal effect; % is set by controls: 0 for no effect and ±100 for the full control effect
Target sequence (P18054 whole entry, looked up): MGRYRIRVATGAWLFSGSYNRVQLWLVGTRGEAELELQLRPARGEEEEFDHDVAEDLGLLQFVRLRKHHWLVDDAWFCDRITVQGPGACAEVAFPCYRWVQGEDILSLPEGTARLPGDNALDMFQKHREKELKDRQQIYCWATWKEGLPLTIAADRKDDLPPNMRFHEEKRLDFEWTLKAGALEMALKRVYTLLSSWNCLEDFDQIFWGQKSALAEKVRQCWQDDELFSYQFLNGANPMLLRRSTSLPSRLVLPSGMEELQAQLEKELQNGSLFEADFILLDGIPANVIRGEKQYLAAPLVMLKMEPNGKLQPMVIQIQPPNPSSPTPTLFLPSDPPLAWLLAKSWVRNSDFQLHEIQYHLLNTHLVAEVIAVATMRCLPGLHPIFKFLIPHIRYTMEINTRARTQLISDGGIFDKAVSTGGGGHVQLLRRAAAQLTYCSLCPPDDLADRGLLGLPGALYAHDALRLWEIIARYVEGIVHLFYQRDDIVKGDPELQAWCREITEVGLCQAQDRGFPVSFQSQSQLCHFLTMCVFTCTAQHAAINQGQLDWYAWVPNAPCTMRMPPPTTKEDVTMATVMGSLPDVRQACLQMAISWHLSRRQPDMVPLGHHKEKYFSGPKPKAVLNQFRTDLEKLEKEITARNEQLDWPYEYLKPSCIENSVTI
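Purified human 12hLO (150 nM final) in 25 mM Hepes, 0.01% Triton X-100, pH 7.0 was preincubated 15 min at room temperature with compound. Then 40 uM arachidonic acid was added, 30 min. Hydroperoxide was read by Fe-XO absorbance ratio 573/405 nm.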
D2 ag: agonists of human D2 dopamine receptor. P14416. HEK293 T-REx D2 cells, calcium flux agonist mode. activation, % at 2 µM. 340,000 tested, 0.53% active;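 active = activation over 3 SD above normal in the single-dose calcium agonist read, cut at about 30% in these data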; note: 0% is about no effect
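Agonism scored from kinetic calcium signal (1 read/sec, 180 s) following compound pin transfer, after a 10 s baseline. Cells: HEK293 Trex line expressing inducible D2 receptor coupled to calcium, dye-loaded after overnight culture at 30 C.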
LDHA inh: blocks human lactate dehydrogenase A; purified LDHA, NADH/diaphorase-resazurin fluorescence; hits give low values; activity change, % (values are at about 110 or 230 µM); 480,000 tested, 0.15% active; in the data active = activity change below about -30%; inconclusive = mostly about -25% to -30%;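 note: plate controls were DMSO wells for no effect and wells without enzyme for full effect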
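Human LDH5 (2 nM) was incubated with 0.06 mM NADH and 0.2 mM pyruvate for 5 min at room temperature in Tris pH 7.4. Remaining NADH was coupled through diaphorase/resazurin, and resorufin fluorescence was read at 0 and 20 min.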
Vif-APOBEC3G blk: inhibitors of Vif-APOBEC3G interaction. Q9HC16. HeLa A3G-eYFP + Vif (tagged APOBEC3G with the HIV-1 protein that degrades it), YFP fluorescence, overnight. Potency, µM (doses to about 46.1 µM), without a hit: at the highest dose activity, negative = active, usual class: inhibitors. 410,000 tested, 0.076% active;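 note: potency is the fitted concentration of half-maximal effect; % is set by controls: 0 for no effect and ±100 for the full control effect; nearly all actives have a fitted effect of over 60% in size; hits raise eYFP signal because A3G escapes Vif-driven loss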
Target sequence (Q9HC16 whole entry, looked up): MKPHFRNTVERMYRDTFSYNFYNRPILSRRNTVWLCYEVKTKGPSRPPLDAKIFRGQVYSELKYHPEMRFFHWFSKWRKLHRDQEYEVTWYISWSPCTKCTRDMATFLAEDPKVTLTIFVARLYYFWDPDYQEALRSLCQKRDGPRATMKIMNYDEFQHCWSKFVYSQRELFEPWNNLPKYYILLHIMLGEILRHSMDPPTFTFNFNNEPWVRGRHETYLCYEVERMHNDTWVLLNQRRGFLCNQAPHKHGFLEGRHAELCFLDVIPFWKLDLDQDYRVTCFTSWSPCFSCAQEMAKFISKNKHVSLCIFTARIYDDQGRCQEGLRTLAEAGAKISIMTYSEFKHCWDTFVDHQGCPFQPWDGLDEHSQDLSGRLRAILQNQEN
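HeLa cells stably expressing Vif and C-terminally eYFP-tagged A3G, seeded overnight at 37 deg C, then exposed to compound by pintool overnight at 37 deg C. Rise in yellow fluorescence (Ex 488/Em 500-530, Acumen) marks blocked Vif-driven A3G degradation.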
Vif-A3F inh: blocks the Vif interaction with APOBEC3F | HeLa A3F-eYFP + Vif (tagged APOBEC3F with the HIV-1 protein that degrades it), YFP fluorescence increase | Potency, µM (top dose mostly 46.1 µM), inactives show at the top dose activity, negative = active | 390,000 tested, 0.2% active; note: potency is the fitted concentration of half-maximal effect; % of control where 0% means no effect; nearly all actives have a fitted effect of over 65% in size
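HeLa cells stably expressing Vif plus C-terminally eYFP-tagged A3F were seeded, incubated overnight at 37 deg C, dosed with compound, incubated overnight again at 37 deg C. Yellow fluorescence (Ex 488/Em 500-530) reported blocked Vif-mediated A3F-eYFP degradation.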
D2 antag: antagonists of human D2 dopamine receptor | P14416 | HEK293 TREx D2 cells, calcium flux, dopamine EC80 | inhibition, % at 10 µM | 340,000 tested, 2% active; in the data active = inhibition above about 30%; note: 0% is about no effect
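In this primary screen, negative modulation is detected by tracking calcium flux after an EC80 dopamine challenge in inducible HEK293 T-REx D2 cells preexposed to test compound for 180 s.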
ERG-DNA inh: inhibitors of human ERG Ets domain-DNA interaction | P11308 | fluorescence polarization, His-ERG Ets domain / labelled DNA | Potency, µM (series often up to 76.9 µM), for the others: at the top dose FP activity, negative = inhibition, actives largely listed as inhibitors | 370,000 tested, 0.028% active | AID 624246; active = well fitted inhibition curve with a large enough effect in the polarisation, with a control signal flat; inconclusive = small, poorly fitted or top-dose-only effect, or effect the other way, or a change in a side signal; inactive = no such curve, though single readings can be large or run the other way; the % refers to the polarisation;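 note: polarization taken with two DNA probes labelled with fluorescein and Texas red; potency is the fitted concentration of half-maximal effect; % of control where 0% means no effect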
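His-tagged ERG Ets domain (1 uM in the protein solution; 300mM KCl, 50mM Tris-HCl, 1mM EDTA, 1mM DTT, pH 7.5) received compound, then a probe mix of 5 nM fluorescein-DNA and 100nM Texas-615-DNA. Fluorescence polarization was read for both dyes.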
GRP78 ERSR act: ER stress response induction in glioma | U87-MG GRP78 promoter luciferase reporter, 16 h | Potency, µM, without a hit: at the top dose activation, most hits filed as activators | 420,000 tested, 0.02% active | AID 602332; note: potency is the fitted concentration of half-maximal effect; series mostly up to about 76 µM; % of control where 0% means no effect; nearly all actives have a fitted effect of over 35% in size
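Stably transfected U87-MG human glioma cells carrying a GRP78-based luminescent sensor were seeded at 1000 cells/well, pin-dosed with compounds and incubated 16 h. Luciferase reagent was then added, and end-point luminescence was read after 10 min at room temperature.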
* = called active by the depositor; i = inactive; ? = inconclusive; . = no result given; & = joins results of further samples; [ ] = another dose, or the depositor's remark. Unless noted, calls come from the whole dose curve; as a rule, active = well fitted curve in the direction sought with a large enough effect; inconclusive = small, poorly fitted or top-dose-only effect, or another doubt; inactive = no such curve, though single readings can be large; an effect the other way counts as inactive or inconclusive.

(1) CC1CCCN(S(=O)(=O)c2ccc(NC(=O)C3CC(=O)N(C(C)(C)C)C3)cc2)C1 (stereo not given)
(2) COc1ccc(NC(=O)CSc2nnc(C)n2N)cc1S(=O)(=O)N1CCCCC1
(3) Cn1c(CN2CCN(C(=O)c3ccc(F)cc3)CC2)nc2cc([N+](=O)[O-])ccc21
(4) Cc1cc(C)n2nc(-c3ccc(F)cc3)cc2n1
(5) N#Cc1cnc(NOCc2ccc(Cl)cc2)nc1
(6) O=C(NNc1nc2ccccc2o1)c1ccccc1

| entry no. | 1 | 2 | 3 | 4 | 5 | 6 |
| --- | --- | --- | --- | --- | --- | --- |
| RGS4 inh | 15% | 7% | 0% | . | 21% | -19% |
| ALOX12 inh | -27% | 0% | 5% | 3% | 6% | 0% |
| D2 ag | -0.5 | 1.0 | -2.2 | . | 0.0 | -0.5 |
| LDHA inh | -2 | -1 | -3 | -15 | -10 | -1 |
| Vif-APOBEC3G blk | 0% | 1% | 1% | -3% | 3% | 2% |
| Vif-A3F inh | 1% | 1% | 6% | 0% | 2% | 0% |
| D2 antag | -2 | -21 | 12 | . | 14 | -15 |
| ERG-DNA inh | 10% | -10% | -4% | . | 0% | 5% |
| GRP78 ERSR act | -5% | -4% | -2% | -3% | -2% | -11% |

Continued; it opens with the 3 that closed the last part.
(4) Cc1cc(C)n2nc(-c3ccc(F)cc3)cc2n1
(5) N#Cc1cnc(NOCc2ccc(Cl)cc2)nc1
(6) O=C(NNc1nc2ccccc2o1)c1ccccc1
(7) C#CCOCCOCCOCCNc1nc(N2CCOCC2)nc(N2CCN(C(=O)[C@H](CCCN=C(N)N)n3cc(C(N)[C@@H](C)CC)nn3)CC2)n1 (stereo not given in full)
(8) COc1ccc(C(=O)N/C(=C\c2cn(S(=O)(=O)N(C)C)c3ccccc23)C(=O)NC(C)C)cc1
(9) O=C(CSc1ccsc1[N+](=O)[O-])NCCc1ccccc1
(10) O=S(=O)(c1ccc(C(F)(F)F)cc1)N1CCN(c2nc(-c3ccccc3)nc3ccccc23)CC1
(11) COC(=O)C1=C(CS(=O)(=O)c2cc(Cl)ccc2OC)NC(=O)NC1c1ccc(O)c(OC)c1 (stereo not given)
(12) CC(C)=CCN1CCN(Cc2ccoc2)CC1CCO (stereo not given)

| entry no. | 4 | 5 | 6 | 7 | 8 | 9 | 10 | 11 | 12 |
| --- | --- | --- | --- | --- | --- | --- | --- | --- | --- |
| RGS4 inh | . | 21% | -19% | 2% | 1% | 5% | 6% | 38% | 18% |
| ALOX12 inh | 3% | 6% | 0% | -3% | 0%&2% | -11% | . | -2% | 5% |
| D2 ag | . | 0.0 | -0.5 | . | -1.2 | -1.5 | . | 0.2 | 0.7 |
| LDHA inh | -15 | -10 | -1 | 0 | 13&0 | -8 | -6 | -4 | -4 |
| Vif-APOBEC3G blk | -3% | 3% | 2% | 1% | 0% | -20% | -1% | 1% | 7% |
| Vif-A3F inh | 0% | 2% | 0% | -4% | -9% | -5% | . | -5% | -5% |
| D2 antag | . | 14 | -15 | . | -22 | -3 | . | 2 | -11 |
| ERG-DNA inh | . | 0% | 5% | -4% | 5% | 8% | . | 0% | 0% |
| GRP78 ERSR act | -3% | -2% | -11% | 0% | -4% | -4% | -4% | 0% | -2% |

(13) O=C(O)COc1ccccc1/C=C1\SC(=O)N(Cc2ccc(F)cc2)C1=O
(14) CCN(C(=O)CSc1nc2ccccc2nc1Cc1ccccc1OC)c1ccccc1
(15) Cc1cccc(N2CCN(S(=O)(=O)c3c(C)nc4scc(C)n4c3=O)CC2)c1C
(16) CN(Cc1nc(-c2cccnc2)no1)S(=O)(=O)c1ccc(Br)cc1
(17) CCC(Oc1ccccc1)C(=O)Nc1ccc(O)c(-c2nc3cc(C)ccc3o2)c1 (stereo not given)
(18) CC1=CN2C(=N)/C(=C/c3ccc([N+](=O)[O-])o3)C(=O)N=C2S1

| entry no. | 13 | 14 | 15 | 16 | 17 | 18 |
| --- | --- | --- | --- | --- | --- | --- |
| RGS4 inh | -33% | 26% | 1%&27% | 22% | 0% | ? |
| ALOX12 inh | ? | -12% | ? | 0% | -6% | 45µM* |
| D2 ag | -1.6 | 0.2 | -0.4&-0.1 | -1.4 | 2.2 | 3.9 |
| LDHA inh | 0 | 4 | -9&3&-3 | -8 | -1 | 31 |
| Vif-APOBEC3G blk | -7% | -7% | -2%&2% | 0% | . | 22µM* |
| Vif-A3F inh | 3% | -3% | -8%&-5% | -7% | . | ? |
| D2 antag | 4 | . | -9 | 1 | . | -17 |
| ERG-DNA inh | 24% | 2% | -2%&-3% | 4% | 3% | ? |
| GRP78 ERSR act | -1% | 2% | -6%&-2% | 0% | . | -11% |

(more compounds)
Results follow in this order: RGS4 inh	ALOX12 inh	D2 ag	LDHA inh	Vif-APOBEC3G blk	Vif-A3F inh	D2 antag	ERG-DNA inh	GRP78 ERSR act
[19] Cn1c(SCC(=O)NC2CCCC2)nnc1-c1cccs1
 : -18%	4%	2.1	2	0%	0%	-4	8%	0%
[20] O=C(CCN1C(=O)/C(=C/c2ccccc2Cl)SC1=S)N1CCOCC1
 : -36%	-9%	0.4	3	0%	0%	-10	8%	-6%
[21] CC1(C)CC(=O)c2cc(OCC(=O)NCCN3CCOCC3)ccc2O1
 : 9%[11.4 µM]	0%	.	-6	1%	5%	.	2%	-5%
[22] CCOC(=O)C1=C(C)N=c2s/c(=C\c3ccc(OCC(=O)O)cc3)c(=O)n2C1c1ccc(Cl)cc1 (stereo not given)
 : ?	?	5.9	-5	-1%	?	10	12%	-1%
[23] Cc1sc2nc(-c3cccnc3)nc(Cl)c2c1-c1ccccc1
 : -5%	?	-1.3	0	0%	-21%	-15	23%	-1%
[24] Cc1ccc(CS(=O)(=O)Cc2ccc(C(=O)NCC3CCCO3)o2)cc1 (stereo not given)
 : 12%	2%	.	0	0%	-11%	.	.	1%
[25] CC1CCN(C(=O)COC(=O)Cn2cnc3ccccc32)CC1
 : -41%	4%	.	5	0%	11%	.	-9%	-2%
[26] CCCCNC(=O)c1cnn2c(C)c(Cc3c(C)cc(C)cc3C)c(C)nc12
 : 6%	?	0.3	-1	-22%	-8%	.	0%	-2%
[27] CCCCOc1ccc(N(CC(=O)NC(C)(C)C)C(=O)CCC(=O)Nc2nccs2)cc1
 : 37%	i	2.4	-8	-1%	-14%	-9	4%	0%
[28] CCOC(=O)C1=C(C)N(CCCC(=O)O)C(=O)NC1c1ccc2ccccc2c1 (stereo not given)
 : 4%	-2%	.	-4	0%	-3%	.	4%	-3%
[29] CCOc1ccccc1C(=O)NCc1ccc2c(c1)CCN2C(C)=O
 : -4%	-10%	.	-1	?	-11%	.	-13%	-1%
[30] COc1ccc(-n2c3c(cc(C(=O)Nc4ccc(C)cc4)c2=O)C(=O)CCC3)cc1
 : -2%	?	.	0	1%	-9%	.	1%	-3%
[31] CCS(=O)(=O)c1ccc(O)c(NC(=O)COc2ccc(Cl)cc2)c1
 : -23%	-21%	-0.1	-4	-7%	3%	-10	-10%	0%
[32] O=C(NC1CCS(=O)(=O)C1)N1CCCCC1 (stereo not given)
 : -19%	0%[57.4 µM]	0.7	0	2%	-4%	-13	4%	-4%
[33] CCOc1cc(C(=O)Nc2cc(C(=O)OC)ccc2C)ccc1OCC(=O)N1CCOCC1
 : -17%	17%	0.7	-4	0%	-5%	-8	15%	-6%
[34] Cc1ccc(NC(=O)Nc2nnc(N3CCCCC3)s2)c(C)c1
 : 1%	-18%	-0.2	1	3%	-9%	.	3%	-4%
[35] O=C(COc1ccc(C(=S)N2CCCC2)cc1)Nc1ccc(F)cc1
 : -6%	-3%	-0.1	-4	-19%	-15%	9	8%	-4%
[36] COc1ccccc1NC(=O)C(=O)N1N=C(C(C)C)CC1(O)C(F)(F)F (stereo not given)
 : -1%	22%	.	-8	-4%	-1%	.	.	-2%
[37] O=C(c1cccc([N+](=O)[O-])c1)N1CCN(c2ccc(Cl)cc2)CC1
 : -15%	-22%	-0.1	3	-1%	-1%	2	-4%	-3%
[38] CCCCOc1ccc(C(=O)NN2CCN(C)CC2)cc1
 : 0%	-3%	2.5	-3	-2%	-4%	12	.	0%
[39] CN(C(=O)COC(=O)C1(C)CC1(Cl)Cl)c1c(N)n(Cc2ccccc2)c(=O)[nH]c1=O (stereo not given)
 : -1%	-2%	0.2	-2	3%	1%	0	0%	-4%
[40] O=C(O)/C=C/C(=O)NCc1csc2ccccc12
 : 4%	25µM*	25	-9	-3%	2%	14	-6%	-4%
[41] CC1(CC(=O)O)C(=O)N=C2C=CC=CN21 (stereo not given)
 : 2%	?	.	1	-4%	-3%	.	-2%	-5%
[42] Cc1nc(N2CCOCC2)c2c(C)c(C(=O)Nc3ccc(F)cc3F)sc2n1
 : 10%	-2%	-0.4	-2	-3%	3%	-1	-2%	-1%
[43] O=C(CNC(=O)c1ccccc1)OC(C(=O)c1ccccc1)c1ccccc1 (stereo not given)
 : 6%[11.4 µM]	-18%	-0.3	-5	-2%	-2%	0	-3%	0%
[44] CCOC(=O)/C(=C/c1ccc(N2CCC(c3ccccc3)=N2)cc1)C(C)=O
 : -10%	.	37*	2	2%	?	16	3%	4%

High-throughput results as filed in PubChem BioAssay.

Only part of the results is shown, so the mix of outcomes need not match the whole.
